# From PubChem BioAssay
# LMNA splice mod: changes lamin A minigene splicing in HeLa cells; HeLa LMNA splicing GFP/RFP minigene ratio, 48 h; Potency, µM (doses to about 46.1 µM), for the others: at the top dose ratio change, negative = inhibition, actives largely listed as inhibitors; 200,000 tested, 0.01% active; active = well fitted inhibition curve with a large enough effect in the signal ratio, with a control signal flat, not every such curve was filed as active; inconclusive = small, poorly fitted or top-dose-only effect, or effect the other way, or a change in a side signal; the % refers to the signal ratio; note: potency is the fitted concentration of half-maximal effect; % is set by controls: 0 for no effect and ±100 for the full control effect
#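 Read-out is the ratio of GFP to DsRed2 object intensity, acquired by 488 nm laser-scanning cytometry on HeLa lamin A-EGFP minigene reporter cells. Compound incubation 48 hrs at 37 °C in Opti-MEM with 2% FBS; DMSO 0.5% final.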
# CBFb RUNX1 block: blocks binding between human CBF-beta and RUNX1 | 230,000 tested, under 10 active | AID 1477 | Q01196+Q13951 | Potency, µM (doses to about 59.8 µM), for the others: at the top dose activity, negative = inhibition, usual class: inhibitors | AlphaScreen CBFb-His/RUNX1-biotin binding, biochemical; note: % of control where 0% means no effect
# Target sequence (Q01196 whole entry, looked up): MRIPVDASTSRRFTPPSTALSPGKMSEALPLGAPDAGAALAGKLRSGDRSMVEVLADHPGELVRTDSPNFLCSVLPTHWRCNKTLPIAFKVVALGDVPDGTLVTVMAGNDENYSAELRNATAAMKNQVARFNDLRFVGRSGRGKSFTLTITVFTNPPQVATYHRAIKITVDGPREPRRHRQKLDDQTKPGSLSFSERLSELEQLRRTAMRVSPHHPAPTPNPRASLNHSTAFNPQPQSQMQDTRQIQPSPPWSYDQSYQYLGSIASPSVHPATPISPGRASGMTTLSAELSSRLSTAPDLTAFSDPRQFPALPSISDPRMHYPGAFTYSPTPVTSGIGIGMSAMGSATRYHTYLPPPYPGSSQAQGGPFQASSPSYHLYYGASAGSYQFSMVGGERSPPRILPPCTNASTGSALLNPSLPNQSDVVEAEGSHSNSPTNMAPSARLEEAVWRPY
# Target sequence (Q13951 whole entry, looked up): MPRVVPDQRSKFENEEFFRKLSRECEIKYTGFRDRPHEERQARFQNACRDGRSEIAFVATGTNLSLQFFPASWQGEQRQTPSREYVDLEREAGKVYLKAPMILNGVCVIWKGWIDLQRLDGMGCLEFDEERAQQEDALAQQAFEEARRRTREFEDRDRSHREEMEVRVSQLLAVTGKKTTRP
#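 Bead-based AlphaScreen assay; binding partners His-tagged CBF-beta and biotinylated RUNX1 at 30 nM each. Compound exposure 15 min after a 20-min protein preincubation; bead step 90 min; all steps at room temperature.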
# Epigenetic derep: regulators of epigenetic silencing causing reporter derepression in mouse cells | murine LDR cells, GFP reporter derepression, 30 h | Potency, µM (highest dose often 53.9 µM), inactives show at the top dose GFP activation, usual class: activators | 280,000 tested, 0.2% active; note: potency is the fitted concentration of half-maximal effect; % of control where 0% means no effect; nearly all actives have a fitted effect of over 60% in size
#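 Derepression of a silenced CMV-GFP reporter in murine LDR cells is scored by enumerating GFP-positive cells with a laser-scanning microplate cytometer after 30 hours of treatment at 37 C.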
# GLA spleen mod: inhibitors or activators of human alpha-galactosidase in spleen homogenate; human spleen homogenate, 4MU-alpha-Gal fluorescence, 40 min; Potency, µM (highest dose often 80 µM), inactives show top-dose activity change, negative = inhibition, usual class: inhibitors; 240,000 tested, 0.008% active; AID 2107;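 note: potency is the fitted concentration of half-maximal effect; 0% = enzyme with vehicle and -100% = no enzyme basal signal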
#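 Human spleen homogenate (1 ug) as enzyme source, 4-methylumbelliferyl-alpha-D-galactopyranoside 1 mM final, citrate/phosphate pH 5.0 with 0.01% Tween-20. Compounds 40 min at 37C, NaOH/glycine stop; fluorescence Ex 365/Em 440, Hill-fit AC50.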
# NPSR antagonist: blocks cAMP signaling of the human neuropeptide S receptor; Q6W5P4; CHO-NPSR cells, cAMP TR-FRET, antagonist mode; Potency, µM (titrated, usually from 38.3 µM), without a hit: top-dose activity change, negative = inhibition, hits mostly inhibitors; 220,000 tested, 1% active; AID 1461; note: potency is the fitted concentration of half-maximal effect; % is set by controls: 0 for no effect and ±100 for the full control effect; nearly all actives have a fitted effect of over 50% in size; many of its hits are not listed in these tables
# Target sequence (Q6W5P4 whole entry, looked up): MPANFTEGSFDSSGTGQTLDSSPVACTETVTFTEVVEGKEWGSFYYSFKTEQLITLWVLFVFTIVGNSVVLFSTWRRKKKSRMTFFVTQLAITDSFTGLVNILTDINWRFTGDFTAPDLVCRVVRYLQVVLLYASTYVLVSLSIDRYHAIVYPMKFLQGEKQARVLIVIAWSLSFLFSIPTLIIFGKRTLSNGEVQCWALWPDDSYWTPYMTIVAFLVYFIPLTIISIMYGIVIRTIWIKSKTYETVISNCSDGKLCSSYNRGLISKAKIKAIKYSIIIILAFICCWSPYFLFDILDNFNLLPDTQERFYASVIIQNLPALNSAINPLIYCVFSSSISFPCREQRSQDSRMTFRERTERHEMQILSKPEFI
# IMPase Li inh: IMPase inhibition in cells with lithium potentiation; CHO-M1 cells, IP1 TR-FRET (IP-One), carbachol + lithium; Potency, µM (highest dose often 59.4 µM), without a hit: top-dose activity, negative = IMPase inhibition, actives largely listed as inhibitors; 210,000 tested, 0.35% active; AID 1457;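 note: IP1 builds up when IMPase is blocked and the TR-FRET signal falls; potency is the fitted concentration of half-maximal effect; plate controls were basal vehicle for no effect and high inhibitor control for full effect; nearly all actives have a fitted effect of over 50% in size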
#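 Steps: plate 2000 CHO-M1 cells per well and culture 16–30 h; add compound and lithium; incubate 30 min, 37C; add d2-IP1 tracer and Eu cryptate anti-IP1 antibody in lysis buffer; read after 10 min at room temperature.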
# KinaseGlo FLuc: counter-screen: inhibitors of Kinase-Glo firefly luciferase; Q27757; Kinase-Glo luciferase, ATP luminescence, 8 min; Potency, µM (series often up to 38.3 µM), for inactives: at the highest dose activity change, negative = inhibition, actives largely listed as inhibitors; 200,000 tested, 0.28% active; note: potency is the fitted concentration of half-maximal effect; % is set by controls: 0 for no effect and ±100 for the full control effect; nearly all actives have a fitted effect of over 60% in size
#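 Recombinant Kinase-Glo luciferase, 10 uM ATP (linear range), luciferin; imidazole pH 7.2 / KCl / MgCl2 / Tween / BSA buffer; 8 min RT; luminescence.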
# Starred values were filed as active, the others as inactive; u = inconclusive; x = no result given; & = joins results of further samples; [ ] = another dose, or the depositor's remark. Unless noted, calls come from the whole dose curve; as a rule, active = well fitted curve in the direction sought with a large enough effect; inconclusive = small, poorly fitted or top-dose-only effect, or another doubt; inactive = no such curve, though single readings can be large; an effect the other way counts as inactive or inconclusive.
SMILES,LMNA splice mod,CBFb RUNX1 block,Epigenetic derep,GLA spleen mod,NPSR antagonist,IMPase Li inh,KinaseGlo FLuc
COc1ccc(/C=N/NC(=O)c2c([N+](=O)[O-])c(C)nn2C)cc1,-4%,-15%,3.0%,11%,26%,-3%,0%
Cc1c(N=Cc2c(O)n(C3CCCCC3)c(=O)[nH]c2=O)c(=O)n(-c2ccccc2)n1C,-1%,2%,-2.4%,5%,12%[7.67 µM],13%[38.3 µM],-2%
Cc1cc2c(cc1C)N(Cc1ccccc1)C1=NCCCN12,x,-4%,-0.3%,-12%,16%[7.67 µM],x,x
Nc1ccccc1SC(C[N+](=O)[O-])c1ccccc1 (configuration not stated),x,u,-2.6%,5%,u,x,x
O=C(NCc1ccccn1)c1cc(-c2ccccc2Cl)on1,-2%,1%,1.8%,5%,-11%[46.1 µM],-18%[38.3 µM],-2%
Cc1nc2cc(NS(=O)(=O)c3ccccc3F)ccc2s1,x,1%,0.0%,-2%,-5%,x,x
O=C(Nc1nccs1)c1cc(S(=O)(=O)N2CCCCC2)ccc1Cl,-9%,6%,0.9%,5%,-8%[46.1 µM],24%[38.3 µM],-3%
CC(C)C[C@@H](CC(=O)N[C@@H](CCCN)CC(=O)N[C@@H]1CCCC[C@H]1C(=O)N[C@H](CC(=O)N[C@@H](CCC(=O)O)CC(=O)O)Cc1c[nH]c2ccccc12)NC(=O)[C@@H]1CNCC[C@H]1N,x,4%,-1.1%,5%,x,15%,-7%
CC(C)CC(OC(=O)c1cccs1)C(=O)NCc1ccco1 (configuration not stated),-4%,5%,0.0%,3%,-24%[46.1 µM],16%[38.3 µM],-3%
COC(=O)Nc1ccc(S(=O)(=O)N2c3ccccc3CCC2C)cc1 (configuration not stated),u,12%,1.5%,5%,-10%[46.1 µM],2%[38.3 µM],-3%
Cc1ccc(-c2csc(C3=C(O)CN(NC(=O)c4ccco4)C3=N)n2)cc1,x,7%,1.0%,-2%,-7%[7.67 µM],x,x
CCOC(=O)CSC1=C(C#N)C(c2ccc3c(c2)OCO3)CC(=O)N1 (configuration not stated),u,1%,2.2%,1%,-9%[46.1 µM],-26%[38.3 µM],-6%
Cn1ccnc1SCc1nc2c(cnn2-c2ccccc2)c(=O)[nH]1,-8%,-8%,0.0%,0%,14%,-4%,0%
O=C(NNC(=O)c1ccccc1Br)c1ccc(Cl)cc1,-6%,-3%,2.6%,-4%,1%[46.1 µM],-5%[38.3 µM],1%
CC(C)N(C#N)c1nc(N2CCOCC2)nc(N2CCOCC2)n1,u,5%,-1.0%,-3%,-8%[46.1 µM],-7%[38.3 µM],6%
C=CCc1cccc2cc(C(=O)Nc3ccc(F)cc3)c(=O)oc12,-12%,5%,1.1%&0.0%,-5%,9%,0%,-4%
CCN(CC)CCCC(C)n1c(-c2ccccc2)nc2c(N3CCOCC3)nc(C)nc21 (configuration not stated),x,-1%,0.7%,5%,x,-5%,-1%
COc1ccc(N=Nc2cc(C)ccc2O)cc1,x,x,1.1%,13%,-9%,x,x
COc1ccc2c(c1OC)C(=O)OC2[C@H]1c2c(cc3c(c2OC)OCO3)CCN1C (some centres not stated),6%,-11%[21.7 µM],-1.1%[16.9 µM],9%[29.1 µM],x,2%,1%[17.1 µM]
O=S(=O)(c1ccc(F)cc1)c1nc(-c2ccc(F)cc2)oc1NCCN1CCOCC1,4%,-1%,-3.7%,1%,-3%[7.67 µM],-4%[38.3 µM],0%
COc1ccccc1N1CCN(Cc2nc(N)nc(Nc3ccc(C)c(Cl)c3)n2)CC1,-10%,-25%,-0.8%,-1%,-23%[46.1 µM],-17%[38.3 µM],1%
CCOC(CNC(=O)c1cccc([N+](=O)[O-])c1)OCC,x,11%,2.1%,-8%,16%,x,x
Cc1noc(C)c1-c1nccc(N2CCOCC2)n1,-13%,x,x,1%,x,3%,x
CCOC(=O)c1sc2nc(CSc3ccccc3)nc(N3CCCN(C)CC3)c2c1C,x,-7%,0.0%,-4%,u,12%,-1%
COc1ccccc1-c1nc(C#N)c(N2CCN(c3cccc(Cl)c3)CC2)o1,u,19%,0.0%,1%,u,23%[38.3 µM],3%
Cc1ccc(NC(=O)CNc2ccccc2CN(C)C2CCCCC2)cc1,-29%[46 µM],-4%,-2.6%,4%,-20%,8%,-3%
Cc1cccc(Cn2cnc3c(nnn3Cc3ccc(F)cc3)c2=O)c1,8%,-2%,-0.9%,4%,-27%[46.1 µM],10%[38.3 µM],-6%
CC(C)Cn1c(-c2ccncc2)n[nH]c1=S,u,4%,-0.1%,3%,5%,4%,0%
CC12CCC(C(=O)Nc3ccccc3-n3cccc3)(CC1=O)C2(C)C (configuration not stated),-1%,1%,0.0%,-2%,u,x,x
Cc1[nH]nc(NCCO)c1[N+](=O)[O-],x,-2%,-1.3%,-6%,21%,-4%,x

# Two entries drawn at random from those above:
SMILES,LMNA splice mod,CBFb RUNX1 block,Epigenetic derep,GLA spleen mod,NPSR antagonist,IMPase Li inh,KinaseGlo FLuc
CCOC(=O)c1sc2nc(CSc3ccccc3)nc(N3CCCN(C)CC3)c2c1C,x,-7%,0.0%,-4%,u,12%,-1%
Cc1[nH]nc(NCCO)c1[N+](=O)[O-],x,-2%,-1.3%,-6%,21%,-4%,x

# (more compounds)
SMILES,LMNA splice mod,CBFb RUNX1 block,Epigenetic derep,GLA spleen mod,NPSR antagonist,IMPase Li inh,KinaseGlo FLuc
O=C(CSc1nnc(-c2ccncc2)n1Cc1ccco1)c1ccc(Cl)cc1,16%,-15%,0.0%,1%,-3%[46.1 µM],35%[activator][38.3 µM],4%
COc1ccc(C(=O)N2CCC[C@@]3(CCN(Cc4ccccc4)C3)C2)cc1,x,x,x,2%,x,9%,0%
CCOC(=O)c1[nH]c2ccccc2c1NC(=O)Nc1ccc(OC)cc1,u,21%,0.0%,3%,-1%[46.1 µM],12%,-3%
COc1ccc(CNC(=O)CSc2nc(-c3ccccc3)cc(-c3cccs3)c2C#N)cc1,10%,5%,u,u,10µM*,-3%[38.3 µM],-2%
Cc1ccc(NC(=O)CC2S/C(=N/c3nccs3)N(C)C2=O)c(C)c1 (configuration not stated),-1%,2%,0.0%,-4%,-14%[46.1 µM],12%[38.3 µM],5%
CCOc1ccc(C2c3[nH]c4ccccc4c3CCN2C(=O)Cn2cncn2)cc1 (configuration not stated),x,-11%,0.0%,-6%,28%,9%,-3%
COc1ccccc1N(C(=O)c1ccncc1)c1nc(-c2ccc([N+](=O)[O-])cc2)cs1,u,x,1.0%,0%,-37%,11%,1%
CC1=CC(C)(C)N2C(=O)C3(C(C#N)=C(N)OC4=C3C(=O)CCC4)c3c(C)c(C)cc1c32 (configuration not stated),6%,-2%,0.0%,-17%,-14%[46.1 µM],1%[38.3 µM],0%
O=C(NC(=S)NCCC1=CCCCC1)c1ccco1,14%[46 µM],2%,-1.3%,10%,u,8%,2%
N#Cc1c(C(F)(F)F)cc(-c2ccc(F)cc2)nc1SCC(=O)O,u,14%,0.0%,-2%,42%,4%,-2%
COc1ccc(/C=C/C(=O)NC2CCCCCC2)cc1S(=O)(=O)N1CCOCC1,-13%,6%,0.0%,4%,5%,-2%,-3%
Cc1nc(SCC(=O)OCc2ccccc2)c2c(=O)n(C)c(=O)n(C)c2n1,0%,20%,-3.0%,3%,-17%[46.1 µM],39%[activator][38.3 µM],2%
CC(=O)c1cccc(Nc2cc(C)nc3c(C)cc(C)cc23)c1,-7%,-3%,0.0%,2%,10%,19%,1%
COc1cc(C(=O)NCCCNc2nc3c(C)cc(C)cc3cc2C#N)cc(OC)c1OC,-3%[46 µM],u,2.4%,-1%,-8%,8%,1%
CC(C)Sc1oc(-c2ccco2)nc1S(=O)(=O)c1ccccc1,-4%,-1%,-2.0%,-1%,-15%[46.1 µM],6%,1%
Nc1nnc(-c2cc3ccccc3oc2=O)s1,-3%,4%,0.9%,-5%,-6%[46.1 µM],-19%[38.3 µM],-9%
CSc1nc(SCC(=O)O)c2c3c(sc2n1)COC(C)(C)C3,x,7%,2.8%,2%,-32%,x,x
Cc1ccc(/C=C2/Sc3ccccc3N(CC(=O)NCCCOC(C)C)C2=O)cc1,u,1%,1.5%,0%,-31%,10%,-3%
Cc1cc(C)n(CC(=O)c2ccc(Cl)cc2)n1,x,-15%,-0.7%,-6%,5%,4%,0%
CC(=O)OC1C[C@]2(C)C(C(C)=O)CCC2C2CCC3=CC(=O)CC[C@@]3(C)C12 (some centres not stated),x,-4%,0.0%,2%,x,7%,-4%
COc1ccc(S(=O)(=O)N2CCCCC2)cc1C(C)C,7%,16%,1.1%,10%,-27%[46.1 µM],35%[activator][38.3 µM],-1%
C=CCNS(=O)(=O)c1cc(S(=O)(=O)NCC=C)c(OC)cc1OC,13%[46 µM],-14%,-0.1%,-14%,13%,1%,-2%
C/C=C\C=C/C(=O)Nc1cccc(C2=NOC3(C2)C[C@H](C(N)=O)N(C(=O)c2ccc(OC)cc2)C3)c1 (some centres not stated),x,2%,5.1%,3%,19%,x,x
CCOC(=O)CSC(CC)C(=O)Nc1nnc(CC)s1 (configuration not stated),3%,14%,0.0%,-14%,-6%[46.1 µM],8%[38.3 µM],-1%
O=C(NCc1ccccc1Cl)C1CCN(S(=O)(=O)N2CCCCCC2)CC1,u,5%,-1.1%,10%,-17%[46.1 µM],-11%[38.3 µM],-5%
CC1CCC(NC(=O)Cn2ncc3ccccc32)CC1 (configuration not stated),-2%,10%,0.0%,8%,-8%[46.1 µM],2%[38.3 µM],1%
C=CC[C@@H]1C=C[C@@H](O/N=C\[C@@H](NS(=O)(=O)c2ccc(C)cc2)[C@H](C)/C=C\CC(=O)OC)[C@@H](CO)O1,x,12%[13.1 µM],0.0%[10.1 µM],-7%[17.5 µM],x,x,x
O=C(NC1=NCCS1)c1cc(-c2cccc(Br)c2)nc2ccccc12,u,-6%,1.0%,-3%,-1%,2%,-2%
O=C(NN1CCN(Cc2ccccc2)CC1)c1ccc(N2CCOCC2)c([N+](=O)[O-])c1,11%[46 µM],6%,0.9%,-3%,2%,-4%,4%
O=C(c1ccc2ccccc2c1)c1c[nH]cc1-c1ccccc1,-6%,-12%,0.0%,1%,-4%[46.1 µM],4%,0%
COc1ccc(OCC(=O)N2CCN(C(=O)c3cccc4ccccc34)CC2)cc1,1%,8%,-2.1%,4%,-14%[46.1 µM],10%[38.3 µM],3%

# These rows are one share of the data; count on the stated rates, not on these rows.
